Bioassay records deposited in PubChem by National Center for Advancing Translational Sciences (NCATS).
p53 reactivation = re-activators of mutant p53. H1299 p53-A138V BP100-luciferase reporter, luminescence, 24 h. Potency, µM (doses to about 92.2 µM), for the others: at the highest dose activity change, positive = activation, actives largely listed as activators. actives 0.063% (n = 320,000). AID 504706; further: % of control where 0% means no effect; nearly all actives have a fitted effect of over 45% in size
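H1299 (p53-null), stable ts p53-A138V + BP100-Luc; 1000 cells/well, Opti-MEM/10% FBS; cpd 4 pt, 1:5; 24 h, 37 deg C, 5% CO2; detection reagent 10 min RT; luminescence.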
NPC1 prom act = NPC1 promoter activation | Huh7 NPC1 promoter luciferase reporter, 24 h | Potency, µM (series often up to 9.22 µM), inactives show top-dose activation, hits mostly activators | actives 2.4% (n = 320,000) | AID 485313;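 further: % of control where 0% means no effect; nearly all actives have a fitted effect of over 60% in size; reporter is driven by a mutant NPC1 promoter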
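Luminescence read-out of NPC1 promoter-driven luciferase in stably transfected Huh7 cells; compounds delivered in DMSO and left 24 h at 37C, 5% CO2, qHTS titration format.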
Gal4-VP16 FLuc = Gal4-VP16 reporter inhibition counter-screen | Drosophila S2 Gal4-VP16 UAS-luciferase, luminescence, 20 h | Potency, µM (titrated, usually from 53.6 µM), inactives show at the highest dose activity, negative = inhibition, hits mostly inhibitors | actives 3.5% (n = 310,000);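 further: Gal4-VP16 expression switched on by copper sulfate through the metallothionein promoter; on the % scale 0 is the no-effect control and ±100 the full control effect; nearly all actives have a fitted effect of over 50% in size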
ELG1 genotoxic = induces genotoxicity in HEK293T cells with luciferase-tagged ELG1; Potency, µM (series often up to 46 µM), without a hit: at the highest dose activity change, positive = activation, hits mostly activators; AID 504466; HEK293T ELG1-luciferase reporter, luminescence, 16 h; actives 1.3% (n = 330,000); further: % of control where 0% means no effect; nearly all actives have a fitted effect of over 60% in size
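DMSO vehicle served as control against compound-treated ELG1-luciferase HEK293T cells; exposure lasted 16 hr at 37 °C and 5% CO2, followed by ONE-Glo luminescence detection after 30 min.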
MBNL1 CUG block = inhibitors of human MBNL1 binding to CUG repeat RNA; Q9NR56; TR-FRET MBNL1-His/biotin-(CUG)12 binding, 665/545 ratio; Potency, µM (doses to about 57.5 µM), without a hit: top-dose activity change, negative = inhibition, actives largely listed as inhibitors; actives 0.036% (n = 280,000); active means well fitted inhibition curve with a large enough effect in the signal ratio, with a control signal flat, not every such curve was filed as active; inconclusive means small, poorly fitted or top-dose-only effect, or effect the other way, or a change in a side signal; inactive means no such curve, though single readings can be large or run the other way; the % refers to the signal ratio; further: on the % scale 0 is the no-effect control and ±100 the full control effect
Target sequence (Q9NR56 whole entry, looked up): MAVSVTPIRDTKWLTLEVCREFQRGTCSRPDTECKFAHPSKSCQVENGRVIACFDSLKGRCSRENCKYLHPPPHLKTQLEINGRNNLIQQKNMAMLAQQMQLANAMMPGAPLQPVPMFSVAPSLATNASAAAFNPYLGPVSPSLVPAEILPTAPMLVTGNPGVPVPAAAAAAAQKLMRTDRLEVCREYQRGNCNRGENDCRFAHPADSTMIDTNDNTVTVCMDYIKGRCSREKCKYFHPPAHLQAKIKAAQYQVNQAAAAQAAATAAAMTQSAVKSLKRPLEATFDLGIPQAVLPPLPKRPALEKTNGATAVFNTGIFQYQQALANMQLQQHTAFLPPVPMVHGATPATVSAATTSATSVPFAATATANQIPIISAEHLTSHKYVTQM
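Compound titration spanned 92 nM–58 uM against the MBNL1-His/biotin-(CUG)12 complex. After 60 min at room temperature with 5 nM streptavidin-XL665 and 0.055 ng/ul terbium anti-His, ratiometric 665/545 nm emission (Ex 340 nm) normalized to controls.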
BRCA1 expr act = BRCA1 expression activation; MCF7-BRCA1-FFLuc reporter, luminescence, 48 h; response scale: scaled: vehicle 0%, 10 µM genistein 100%; Potency, µM (titrated, usually from 46.1 µM), without a hit: top-dose activation, actives largely listed as activators; actives 1.1% (n = 380,000); AID 624202; further: nearly all actives have a fitted effect of over 80% in size; some results filed as inactive show a strong effect at the top dose
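Using MCF7 cells harboring a BRCA1 firefly luciferase reporter, plated 2 h before compound pinning, the screen measured luminescence after 48 h incubation. Responses were normalized to DMSO and 10 microM genistein, then fitted for concentration-effect.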
Rab9 prom act = activators of Rab9 promoter; Huh7 Rab9 promoter-luciferase reporter, luminescence, 24 h; Potency, µM (titrated, usually from 9.22 µM), inactives show at the highest dose activation, negative = inhibition, usual class: activators; actives 2.8% (n = 320,000); AID 485297; further: % of control where 0% means no effect; nearly all actives have a fitted effect of over 60% in size
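Cell-based reporter: Huh7 stable for Rab9 promoter-driven luciferase, plated in reduced-serum medium with 10% FBS at 1500 cells/well, compound-treated 24 h at 37 °C, luminescence read after 10 min reagent.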
uPA surface inh = cell surface uPA generation inhibition. cell surface uPA generation assay, qHTS. Potency, µM (highest dose often 38.3 µM), without a hit: at the highest dose activity change, negative = inhibition, usual class: inhibitors. actives 0.31% (n = 330,000). AID 540303; active means well fitted inhibition curve with a large enough effect; inconclusive means small, poorly fitted or top-dose-only effect; inactive means no such curve, though single readings can be large or run the other way; tested in mouse RAW 264.7 cells; further: on the % scale 0 is the no-effect control and ±100 the full control effect; nearly all actives have a fitted effect of over 55% in size
CXXC DNA block = MLL CXXC-DNA interaction inhibition. Q03164. MLL-CXXC / FITC-HOXA9 DNA fluorescence polarization. Potency, µM (top dose mostly 115 µM), without a hit: at the highest dose activity change, negative = inhibition, most hits filed as inhibitors. actives 0.037% (n = 290,000). AID 2662; active means well fitted inhibition curve with a large enough effect in the polarisation, with a control signal flat, not every such curve was filed as active; inconclusive means small, poorly fitted or top-dose-only effect, or effect the other way, or a change in a side signal; inactive means no such curve, though single readings can be large or run the other way; the % refers to the polarisation
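Purified MLL-CXXC (added from a 7 uM solution) was preincubated 5 min at ambient with pinned compounds in 50 mM Tris-HCl pH 7.5, 50 mM NaCl, 1 mM DTT, 0.05% BSA. Fluorescein-labeled HOX-A9 DNA (50 nM solution) followed, 30 min, then polarization read.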
FLuc modulator = firefly luciferase modulation, counter-screen for miR-21 project; P08659; Potency, µM (doses to about 57.5 µM), inactives show at the top dose activity change, negative = inhibition, usual class: inhibitors; actives 6.9% (n = 360,000); purified FLuc, Km substrates, luminescence inhibition; AID 588342;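 further: plate controls were vehicle for no effect and reference inhibitor for full effect; nearly all actives have a fitted effect of over 55% in size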
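Purified P. pyralis luciferase, 10 nM final, with Km-level 10 uM D-luciferin and 10 uM ATP in 50 mM Tris acetate pH 7.5, 10 mM Mg acetate, 0.01% Tween-20, 0.05% BSA; 6-point qHTS titration about 60 µM downward; luminescence read.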
RORg inh = blocks mouse ROR gamma transcriptional activity; Drosophila S2 Gal4-RORgamma UAS-luciferase reporter, 20 h; actives 5.4% (n = 310,000); Potency, µM (top dose mostly 53.6 µM), inactives show at the highest dose activity change, negative = inhibition, most hits filed as inhibitors; further: on the % scale 0 is the no-effect control and ±100 the full control effect; nearly all actives have a fitted effect of over 60% in size
Target sequence (P51450 whole entry, looked up, the tested form may be a part): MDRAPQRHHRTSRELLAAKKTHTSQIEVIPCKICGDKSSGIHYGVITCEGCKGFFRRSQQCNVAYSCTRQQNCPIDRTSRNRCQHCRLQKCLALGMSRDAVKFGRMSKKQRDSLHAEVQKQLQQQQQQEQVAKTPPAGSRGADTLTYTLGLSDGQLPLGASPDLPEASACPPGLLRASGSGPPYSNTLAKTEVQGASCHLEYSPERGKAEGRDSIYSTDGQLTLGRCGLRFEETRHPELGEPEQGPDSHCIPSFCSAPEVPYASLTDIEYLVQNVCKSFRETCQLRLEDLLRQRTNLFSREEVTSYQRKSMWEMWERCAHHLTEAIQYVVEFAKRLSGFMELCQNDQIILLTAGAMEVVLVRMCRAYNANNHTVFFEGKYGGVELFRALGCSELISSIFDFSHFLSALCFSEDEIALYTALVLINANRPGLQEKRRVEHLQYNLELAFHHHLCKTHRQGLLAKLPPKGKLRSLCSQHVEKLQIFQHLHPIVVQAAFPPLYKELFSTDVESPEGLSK
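Schneider cells (Drosophila), stable Gal4 DBD–ROR gamma + UAS-luc; 1 hr cmpd preincubation; Cu2+ induction 700 uM final; 20 hr ambient; luminescence.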
* marks the source's active call; other numbers are inactive results; ? = inconclusive; nt = no result given; & = joins results of further samples; [ ] = another dose, or the depositor's remark. Unless noted, the call rests on the fitted dose curve; in most records, active means well fitted curve in the direction sought with a large enough effect; inconclusive means small, poorly fitted or top-dose-only effect, or another doubt; inactive means no such curve, though single readings can be large; an effect the other way counts as inactive or inconclusive. Potency means the concentration at half of the fitted maximal effect. An excerpt; rates above refer to the full screens.

SMILES | p53 reactivation | NPC1 prom act | Gal4-VP16 FLuc | ELG1 genotoxic | MBNL1 CUG block | BRCA1 expr act | Rab9 prom act | uPA surface inh | CXXC DNA block | FLuc modulator | RORg inh
O=[N+]([O-])c1cc(S(=O)(=O)N2CCCCC2)ccc1NCc1cccc(Cl)c1 | 3% | 7% | ? | 4% | 6% | -34% | -2% | -1% | 2% | 1% | 35%
O=C(Cn1cc(C(F)(F)F)ccc1=O)N/N=C/c1ccc(F)cc1 | -3% | -5% | -9% | -1% | 2% | -9% | 0% | 1% | 7% | -1% | 12%
O=C(COC(=O)c1ccc2c(c1)C(=O)N(Cc1ccncc1)C2=O)Nc1ccccc1[N+](=O)[O-] | -1% | 2% | -6% | 2% | nt | -15% | -8% | -1% | 0% | -11% | -1%
Cc1cc(NC(=O)COC(=O)C2CCN(S(=O)(=O)c3c(Cl)cccc3Cl)CC2)no1 | -2% | -2% | -5% | 1% | -3% | 2% | 9% | 6% | 12% | -1% | 5µM*
COc1cccc(-c2nnc(SCN3C(=O)c4ccccc4C3=O)n2C)c1 | 14% | 0% | 0% | 1% | 21% | 16% | 0% | -1% | 5% | -1% | 10%
OC(COC(c1ccc(Cl)cc1)c1ccc(Cl)cc1)CN1CCCC1 (configuration not stated) | nt | nt | -2% | nt | -7% | 8% | nt | 1% | 3% | 3% | -24%
N#CCC(=O)N/N=C/c1cc(Br)ccc1OCc1cccc2ccccc12 | 3% | -3% | -12% | -3% | -7% | -22% | -7%[1.84 µM] | -24% | ? | 5% | 2%
Cc1nc(NC(=O)CCc2ccccc2)sc1C | -7% | 27% | -15% | ? | 99%[activator] | ? | 26% | -5% | -2% | 17µM* | 26%
N=c1ccccn1CC(O)COc1ccccc1 (configuration not stated) | 1% | -4% | 0% | -1% | 16% | -5% | -5% | 2% | -3% | 1% | -1%
COc1ccc(OC)c(/C=N/N2CCN(c3ccc(Cl)cc3)CC2)c1 | -7% | -11% | -14% | 0% | -10% | 3% | -8%[1.84 µM] | 16% | -7% | -4% | 2%
CC(C)OP(C)(=O)CN1CCN(CP(C)(=O)OC(C)C)CC1 (configuration not stated) | -2% | 0% | -3% | -3% | -8% | 12% | 5% | 14% | 2% | 8% | ?
Clc1cccc2c1Sc1ccccc1CC2N1CCNCC1 (configuration not stated) | -15% | -3% | ? | -22% | nt | -79% | -2% | 5% | 18% | 3% | ?
O=C(Oc1cccc2ccccc12)c1ccco1 | 6% | -2% | 7% | -1% | -1% | -23% | -3% | nt | 35%[activator] | -11% | 14%
COc1ccc(OC)c(S(=O)(=O)N2CCCC(C(=O)N3CCOCC3)C2)c1 (configuration not stated) | 5% | -3% | 0% | 0% | -1% | 6% | 13% | 0% | 1% | 0% | -25%
O=c1oc2ccccc2c(Nc2ccc(F)cc2)c1[N+](=O)[O-] | -5% | -9% | -3% | -5% | ? | -44% | 0% | ? | 0% | ? | 17%
COc1c2c(nc3ccccc13)OC(C(C)(O)CO)C2 (configuration not stated) | -3% | 0% | 3%&5% | -2% | -9% | 25% | 1% | 5% | -19%&-4% | 0% | 1%&-4%
CCNC(=S)N/N=C/c1ccc(F)cc1 | -2% | 8% | 7.9µM* | -4% | 5% | nt | -1% | nt | 0% | -1% | 2.2µM*
Cc1cc(NC(=O)Nc2ccccc2)n(-c2ccccc2)n1 | nt | nt | 24% | nt | 10% | -2% | nt | 7% | 3% | -15% | ?
CCCCCC(=O)Nc1cccc(C2=NOC3(C2)C[C@@H](C(N)=O)N(C(=O)C2(C)CC2)C3)c1 (some centres not stated) | -2% | -3% | -3% | 0% | -5% | 12% | 2% | 16% | 12% | -4% | -1%
CCc1cccc2sc(NC(=O)c3ccc(N4C(=O)CCC4=O)cc3)nc12 | 1% | -3% | -13% | -2% | -13% | -10% | -8% | 6% | 22% | 9% | -13%
Cc1cccc(C(=O)NNC(=O)CCCCC(=O)NNC(=O)c2cccc(C)c2)c1 | -6% | -4% | -2% | -3% | -8% | -26% | -2% | 3% | 0% | 0% | -16%
O=C(NC(=O)c1cnccc1C(F)(F)F)Nc1ccccc1 | 3% | 2% | 4% | 2% | nt | -3% | 0% | 0% | -1% | -2% | 40%
Cc1sc(-c2ccncc2)nc1OC(=O)c1ccccc1 | -2% | 3% | -3% | 2% | ? | -5% | 1% | -3% | ? | -14% | -30%
COc1ccc(-c2oc3cccnc3c2C#CC2(O)CCCCC2)cc1 | nt | -4% | ? | -2% | -12% | -56% | -2% | -16% | 9% | 0% | 7.1µM*
CN1C(=O)/C(=C2\SC(=S)N(C(CCC(=O)O)C(=O)O)C2=O)c2ccccc21 (configuration not stated) | 8% | 0% | -4% | 2% | -9% | -11% | -2% | 11% | 9% | 2% | -5%
CCc1ccccc1N=C1S/C(=C/c2ccccc2OCC(=O)N2CCOCC2)C(=O)N1C | 1% | -8% | -9% | -5% | nt | -71% | 0% | -9% | 9% | -2% | 8%[10 µM]
CCOc1ccc(OCCC(=O)NNC(=O)c2ccccc2Cl)cc1 | -7% | -5% | nt | -7% | nt | -2% | -3% | 4% | nt | 0% | nt
Cc1ccc(-c2cn(-c3ccccc3)c(=S)[nH]2)cc1C | ? | 1.1µM* | ? | 3.3µM* | -4% | ? | 0.13µM* | -7% | -3% | 12µM* | ?
CC(C)Cc1nc(Nc2ccccc2C#N)c2nnn(Cc3ccccc3)c2n1 | -8% | -7% | 0% | -3% | 2% | -29% | 8% | 5% | -5% | 2% | ?
N=c1c2c(n(Cc3ccc(Cl)cc3)c3c1CCC3)CCC2 | -5% | -23% | ? | -13% | -5% | -78% | -26% | nt | -4% | -1% | -8%
COC(=O)c1cn(NC(=O)C2COc3ccccc3O2)c(=O)c2ccccc12 (configuration not stated) | -1% | 0% | -12% | 1% | -4% | -13% | 5% | -5% | -13% | -6% | 1%
O=C(Nc1ccc(F)cc1)Oc1ccccc1N1CCOCC1 | 0% | 2% | 18% | -1% | nt | 7% | 1% | -4% | 5% | -2% | 8%
COc1ccccc1Nc1nc(-c2ccccc2O)nc2ccccc12 | 3% | -8% | 4% | -4% | 8% | -18% | -2% | -4% | -3% | 3% | -7%
Cc1cc(C(=O)CCl)c(C)n1-c1c(C)n(C)n(-c2ccccc2)c1=O | -10% | -26% | ? | -8% | 2% | -71% | -21% | -19% | 7% | 0% | ?
O=C1CN2NC(=S)N(c3ccc(Cl)cc3)C2=CN1c1ccc(Cl)cc1 | 1% | -2% | -9% | -2% | 14% | -3% | -7% | 14% | 0% | 0% | -10%
c1ccc(-c2nnc(CN3CCCc4ccccc43)o2)cc1 | 20% | 5% | ? | 10% | ? | 2% | 3% | 8% | -4% | -2%[2.3 µM] | -32%
CC1(c2nnc(-c3ccccc3)o2)CC(c2ccc(Cl)cc2)=NO1 (configuration not stated) | 3% | -8% | -2% | -4% | -1% | 0% | -2% | -2% | -3% | -7% | 15%
O=C(O)C(C(O)c1ccc([N+](=O)[O-])cc1)[n+]1ccccc1 (configuration not stated) | -5% | -3% | nt | 4% | nt | 13% | -2% | 9% | nt | 2% | nt
O=C(Nc1ncc(Cc2cccc(Cl)c2Cl)s1)C1CCCO1 (configuration not stated) | 12% | ? | -16% | 16µM* | -12% | ? | 3.5µM* | 1% | 7% | 11µM* | ?
COc1ccc2ccccc2c1CN1CCSCC1 | ? | -1% | 2% | 2% | 2% | -8% | -3% | 9% | -4% | -1% | -26%
COc1ccc(-c2cc(C(F)F)n3ncc(C(=O)N4CCCc5ccccc54)c3n2)cc1 | -5% | -8% | -3% | ? | 5% | -2% | -2% | -2% | -2% | -13% | -1%
Cc1ccccc1NCC(=O)N=Nc1c(O)[nH]c2ccc([N+](=O)[O-])cc12 | -9% | 0% | -27% | 0% | nt | -31% | -3% | 5% | -3% | -3% | -31%
COc1ccccc1NC(=O)CN(c1ccccc1OC)S(=O)(=O)c1ccccc1 | nt | -1% | -1% | -11% | 7% | -14% | 0% | 16% | 4% | 0% | 30%
Cc1cccc(C)c1NC(=O)CNC(=O)c1cccc(S(=O)(=O)NCc2cccs2)c1 | -4% | -2% | nt | -4% | nt | -1% | -2% | 14% | nt | nt | nt
